Screening results as filed in PubChem BioAssay.
Growth percent in the NCI-60 one-dose screen (48 h, 10 µM unless noted): 100 = growth as untreated, 0 = no growth, -100 = all killed.
UACC-62: UACC-62 melanoma | hit rate 5.4% among 81,000 | AID 1794756
MALME-3M: MALME-3M melanoma | hit rate 5.8% among 78,000 | AID 1794766
SK-MEL-5: SK-MEL-5 melanoma. hit rate 6.4% among 80,000
SK-MEL-28: SK-MEL-28 melanoma | hit rate 4.1% among 81,000 | AID 1794761
UACC-257: UACC-257 melanoma | hit rate 4.4% among 78,000
MDA-MB-435: MDA-MB-435 melanoma; hit rate 7.8% among 82,000
LOX IMVI: LOX IMVI melanoma; hit rate 7.4% among 79,000; AID 1794757
SK-MEL-2: SK-MEL-2 melanoma | hit rate 4.7% among 77,000 | AID 1794763
An asterisk follows results filed as active; & = joins results of further samples. The calls were made as follows: active = growth percent below 10; inactive = the rest.

`O=C(Cn1ccc(Nc2ccccc2)cc1=O)Nc1ccccc1C(=O)c1ccccc1` gave UACC-62 102, MALME-3M 104, SK-MEL-5 101, SK-MEL-28 107, UACC-257 104, MDA-MB-435 96 and SK-MEL-2 101.
`COC(=O)[C@]12CC[C@@H](C)[C@H](C)[C@@H]1C1=CC[C@@H]3[C@@]4(C)C(C=O)=C[C@@](C)(COS(C)(=O)=O)C4=CC[C@@]3(C)[C@]1(C)CC2` gave UACC-62 -73*, MALME-3M -78*, SK-MEL-5 -98*, SK-MEL-28 -72*, MDA-MB-435 -74*, LOX IMVI -99* and SK-MEL-2 -40*.
For CCCCCCCCC[Si](F)(CCCCCCCC)CCCCCCCC the results were UACC-62 107, MALME-3M 98, SK-MEL-5 107, SK-MEL-28 111, UACC-257 94, MDA-MB-435 107, LOX IMVI 97 and SK-MEL-2 141.
CN1CCN(CC#CCNC(=O)[C@]2(C)CC[C@]3(C)CC[C@@H]4C(=CC[C@H]5[C@@]4(C)CC[C@H]4C(C)(C)C(=O)CC[C@]54C)[C@@H]3C2)CC1 was read as UACC-62 102, MALME-3M 93, SK-MEL-5 91, SK-MEL-28 106, UACC-257 103, MDA-MB-435 96, LOX IMVI 99 and SK-MEL-2 97.
For CCN(CC)C(=O)c1cc(OC)c(OC)c(OC)c1 the results were MALME-3M 100, SK-MEL-5 104, SK-MEL-28 112, MDA-MB-435 104, LOX IMVI 92 and SK-MEL-2 106.
For Cc1c(Cc2ccccc2)c(=O)oc2c(C)c(OCC(=O)n3[nH]c(=O)cc3N)ccc12 the results were UACC-62 95, MALME-3M 93, SK-MEL-5 100, SK-MEL-28 116, UACC-257 100, MDA-MB-435 106, LOX IMVI 96 and SK-MEL-2 97.
`Cc1c(-c2cnc(NN)s2)nnn1-c1ccc([N+](=O)[O-])cc1` gave UACC-62 69, MALME-3M 86, SK-MEL-5 79, SK-MEL-28 96, UACC-257 86, MDA-MB-435 93, LOX IMVI 95 and SK-MEL-2 81.
COc1ccc(/C(C)=N/Nc2ncc(-c3cc(O)c(C)c(C)c3O)s2)cc1 was read as UACC-62 78, MALME-3M 108, SK-MEL-5 78, SK-MEL-28 97, UACC-257 88, MDA-MB-435 95, LOX IMVI 82 and SK-MEL-2 100.
Screening CC(=O)C1(C)C(=O)N(c2ccc(C)cc2)C(=O)N1c1ccc(C)cc1 (configuration not stated) returned UACC-62 101, MALME-3M 93, SK-MEL-5 103, SK-MEL-28 118, UACC-257 116, MDA-MB-435 101, LOX IMVI 101 and SK-MEL-2 109.
Screening CN1CCC(NS(=O)(=O)c2ccc(NC(=O)CN(c3ccc(F)cc3)S(=O)(=O)c3ccc(Cl)cc3)cc2)CC1 returned UACC-62 90, MALME-3M 84, SK-MEL-5 79, SK-MEL-28 101, UACC-257 78, MDA-MB-435 85, LOX IMVI 84 and SK-MEL-2 99.
Screening O=C(Nc1ccc(N2CCN(Cc3ccccc3)CC2)cc1)c1cccs1 returned UACC-62 104, MALME-3M 102, SK-MEL-5 104, SK-MEL-28 110, UACC-257 111, MDA-MB-435 102, LOX IMVI 95 and SK-MEL-2 101.
COc1ccc(C(c2cc(OC)c(OC)c(OC)c2)N2CCN(c3ccccc3)CC2)cc1 (configuration not stated) was read as UACC-62 55, MALME-3M 100, SK-MEL-5 85, SK-MEL-28 84, UACC-257 81, MDA-MB-435 9.0*, LOX IMVI 87 and SK-MEL-2 69.
`O=C1c2cc(Cl)ccc2OC2CCON12` (configuration not stated) gave UACC-62 108, MALME-3M 98, SK-MEL-5 93, SK-MEL-28 118, UACC-257 104, MDA-MB-435 136, LOX IMVI 91 and SK-MEL-2 85.
`O=S(=O)(O)c1ccc(N=Nc2ccc(N=Nc3cccc4ccccc34)c(S(=O)(=O)O)c2)cc1` gave UACC-62 98, MALME-3M 107, SK-MEL-5 86, SK-MEL-28 110, UACC-257 107, MDA-MB-435 108, LOX IMVI 94 and SK-MEL-2 100.
For N#Cc1c(-c2ccc(Br)cc2)cc(-c2c[nH]c3ccccc23)nc1-c1c[nH]c2ccccc12 the results were UACC-62 95, MALME-3M 103, SK-MEL-5 97, SK-MEL-28 112, UACC-257 108, MDA-MB-435 108, LOX IMVI 99 and SK-MEL-2 95.

The list goes on; the last 2 above are carried over.
`O=S(=O)(O)c1ccc(N=Nc2ccc(N=Nc3cccc4ccccc34)c(S(=O)(=O)O)c2)cc1` gave UACC-62 98, MALME-3M 107, SK-MEL-5 86, SK-MEL-28 110, UACC-257 107, MDA-MB-435 108, LOX IMVI 94 and SK-MEL-2 100.
For N#Cc1c(-c2ccc(Br)cc2)cc(-c2c[nH]c3ccccc23)nc1-c1c[nH]c2ccccc12 the results were UACC-62 95, MALME-3M 103, SK-MEL-5 97, SK-MEL-28 112, UACC-257 108, MDA-MB-435 108, LOX IMVI 99 and SK-MEL-2 95.
For O=COCc1ccccc1 the results were UACC-62 100, MALME-3M 114, SK-MEL-5 103, SK-MEL-28 111, UACC-257 107, MDA-MB-435 117 and LOX IMVI 104.
Screening Nc1ncnc2c1N=C(c1ccc3c(c1)OCO3)CC(c1ccc(Cl)cc1)N2 (configuration not stated) returned UACC-62 60, MALME-3M 77, SK-MEL-5 78, SK-MEL-28 89, UACC-257 96, MDA-MB-435 79, LOX IMVI 76 and SK-MEL-2 58.
For Cc1cccc(C)c1NC(=O)c1ccccc1 the results were MALME-3M 93, SK-MEL-5 100, SK-MEL-28 97, UACC-257 102, MDA-MB-435 98, LOX IMVI 105 and SK-MEL-2 105.
For O=C(/C=C1\C=CN(CCCO)c2ccccc21)n1ccc2ccccc21 the results were UACC-62 86, MALME-3M 103, SK-MEL-5 98, SK-MEL-28 112, UACC-257 109, MDA-MB-435 108, LOX IMVI 105 and SK-MEL-2 105.
For COc1ccc(Nc2nnc3n(Cc4ccccc4)c(=O)c4c5c(sc4n23)CCCC5)cc1 the results were UACC-62 93, MALME-3M 107, SK-MEL-5 99, SK-MEL-28 107, MDA-MB-435 112, LOX IMVI 99 and SK-MEL-2 96.
`CS(=O)(=O)c1ccc(-n2nc(C(=O)N3CCC(Cc4ccccc4)CC3)cc2-c2ccc(Cl)cc2)cc1` gave UACC-62 80, MALME-3M 96, SK-MEL-5 90, SK-MEL-28 109, UACC-257 96, MDA-MB-435 98 and SK-MEL-2 96.
Screening Cc1cccc(-c2cccc(C)n2)n1 returned UACC-62 101, MALME-3M 101, SK-MEL-5 109, SK-MEL-28 206, MDA-MB-435 118 and LOX IMVI 99.
Screening COc1ccc(/C=C2\C=C(c3nc4ccccc4s3)NC2=O)cc1 returned UACC-62 85, MALME-3M 112, SK-MEL-5 106, SK-MEL-28 109, UACC-257 113, MDA-MB-435 106, LOX IMVI 100 and SK-MEL-2 113.
Screening O=c1ccc(=O)n(-c2nc(O)c(N=Nc3ccc([N+](=O)[O-])cc3)s2)[nH]1 returned UACC-62 91, MALME-3M 91, SK-MEL-5 94, SK-MEL-28 97, UACC-257 111, MDA-MB-435 100, LOX IMVI 100 and SK-MEL-2 111.
Screening COc1ccc(C2CC(c3cc(OC)c(OC)c(OC)c3)=NN2c2ccc(S(N)(=O)=O)cc2)cc1 (configuration not stated) returned MALME-3M 101, SK-MEL-5 58, SK-MEL-28 77, UACC-257 74, MDA-MB-435 66, LOX IMVI 53 and SK-MEL-2 83.
Screening NS(=O)(=O)c1cccc(Nc2nc(SCc3ccc([N+](=O)[O-])cc3)nc3ccccc23)c1 returned UACC-62 62, MALME-3M 81, SK-MEL-5 50, SK-MEL-28 64, UACC-257 80, MDA-MB-435 62, LOX IMVI 65 and SK-MEL-2 68.
For Cc1cc(C)c(F)cc1N the results were UACC-62 102, MALME-3M 92, SK-MEL-5 101, SK-MEL-28 101, UACC-257 100, MDA-MB-435 99, LOX IMVI 98 and SK-MEL-2 105.
For CC(C)(C)c1ccc(S(=O)(=O)Oc2ccc3c(ccn3C(=O)C34CC5CC(CC(C5)C3)C4)c2)cc1 the results were UACC-62 76, MALME-3M 93, SK-MEL-5 94, SK-MEL-28 103, UACC-257 98, MDA-MB-435 106, LOX IMVI 97 and SK-MEL-2 100.
O=S(=O)(c1ccccc1)C(Br)S(=O)(=O)c1ccccc1 was read as UACC-62 95, MALME-3M 83, SK-MEL-5 95, SK-MEL-28 109, UACC-257 100, MDA-MB-435 106, LOX IMVI 104 and SK-MEL-2 115.
For O=C(N/N=C/c1ccccc1O)c1cc(C(=O)N/N=C/c2ccccc2O)[nH]n1 the results were UACC-62 103, MALME-3M 94, SK-MEL-5 98, SK-MEL-28 109, UACC-257 103, MDA-MB-435 112, LOX IMVI 86 and SK-MEL-2 114.

Continued; the last 6 above are carried over.
Screening COc1ccc(C2CC(c3cc(OC)c(OC)c(OC)c3)=NN2c2ccc(S(N)(=O)=O)cc2)cc1 (configuration not stated) returned MALME-3M 101, SK-MEL-5 58, SK-MEL-28 77, UACC-257 74, MDA-MB-435 66, LOX IMVI 53 and SK-MEL-2 83.
Screening NS(=O)(=O)c1cccc(Nc2nc(SCc3ccc([N+](=O)[O-])cc3)nc3ccccc23)c1 returned UACC-62 62, MALME-3M 81, SK-MEL-5 50, SK-MEL-28 64, UACC-257 80, MDA-MB-435 62, LOX IMVI 65 and SK-MEL-2 68.
For Cc1cc(C)c(F)cc1N the results were UACC-62 102, MALME-3M 92, SK-MEL-5 101, SK-MEL-28 101, UACC-257 100, MDA-MB-435 99, LOX IMVI 98 and SK-MEL-2 105.
For CC(C)(C)c1ccc(S(=O)(=O)Oc2ccc3c(ccn3C(=O)C34CC5CC(CC(C5)C3)C4)c2)cc1 the results were UACC-62 76, MALME-3M 93, SK-MEL-5 94, SK-MEL-28 103, UACC-257 98, MDA-MB-435 106, LOX IMVI 97 and SK-MEL-2 100.
O=S(=O)(c1ccccc1)C(Br)S(=O)(=O)c1ccccc1 was read as UACC-62 95, MALME-3M 83, SK-MEL-5 95, SK-MEL-28 109, UACC-257 100, MDA-MB-435 106, LOX IMVI 104 and SK-MEL-2 115.
For O=C(N/N=C/c1ccccc1O)c1cc(C(=O)N/N=C/c2ccccc2O)[nH]n1 the results were UACC-62 103, MALME-3M 94, SK-MEL-5 98, SK-MEL-28 109, UACC-257 103, MDA-MB-435 112, LOX IMVI 86 and SK-MEL-2 114.
O=C1NC(=O)C2C(=O)NC(=O)C1C21CCc2ccccc21 (configuration not stated) was read as UACC-62 84, MALME-3M 102, SK-MEL-5 96, SK-MEL-28 113, UACC-257 107, MDA-MB-435 112, LOX IMVI 102 and SK-MEL-2 118.
For CC(C)C1C2=C(NCCN1C(=O)C1CCCC1)C(C)(C)N(Cc1ccccc1)C2=O (configuration not stated) the results were UACC-62 92, MALME-3M 105, SK-MEL-5 109, SK-MEL-28 112, UACC-257 89, MDA-MB-435 104, LOX IMVI 97 and SK-MEL-2 103.
Screening CNC1=C([N+](=O)[O-])C(c2ccc(OC)cc2)C(C#N)=C(c2ccc[nH]2)O1 (configuration not stated) returned UACC-62 92, MALME-3M 98, SK-MEL-5 98, SK-MEL-28 108, UACC-257 106, MDA-MB-435 96, LOX IMVI 99 and SK-MEL-2 108.
`Brc1cn2ccnc2c(-c2ccc3ncn(C4CCCCC4)c3c2)n1` gave UACC-62 80, MALME-3M 117, SK-MEL-5 87, SK-MEL-28 107, UACC-257 112, MDA-MB-435 112, LOX IMVI 85 and SK-MEL-2 90.
Screening O=C1NC(c2ccc(Cl)c(Cl)c2)=C/C1=C\c1ccccc1 returned UACC-62 87, MALME-3M 63, SK-MEL-5 97, SK-MEL-28 104, UACC-257 98, MDA-MB-435 87 and SK-MEL-2 107.
`O=C(CNc1nc2ccccc2s1)Nc1ccc(-c2nc3ccccc3s2)cc1` gave UACC-62 95, MALME-3M 98, SK-MEL-5 103, SK-MEL-28 113, UACC-257 102, MDA-MB-435 109 and LOX IMVI 76.
For O=C(O)c1cn(C2CC2)c2cc(N3CCN(Cn4nc(-c5ccncc5)n(-c5ccccc5)c4=S)CC3)c(F)cc2c1=O the results were UACC-62 100, MALME-3M 101, SK-MEL-5 99, SK-MEL-28 112, UACC-257 99, MDA-MB-435 105, LOX IMVI 97 and SK-MEL-2 107.
NC(=O)c1cc2c(n1Cc1ccccc1)-c1nc(N)ncc1CCC2 was read as UACC-62 63, SK-MEL-5 99, SK-MEL-28 84, UACC-257 84, MDA-MB-435 88 and LOX IMVI 95.
Screening O=C(CN1CCN(c2cc(=O)[nH]c3ccc(F)cc23)CC1)Nc1ccccc1[N+](=O)[O-] returned UACC-62 88, MALME-3M 92, SK-MEL-5 99, SK-MEL-28 112, UACC-257 108, MDA-MB-435 106, LOX IMVI 89 and SK-MEL-2 101.
`O=C(Nc1ccc(-c2n[nH]c(=S)n2/N=C/c2c[nH]c3ccccc23)cc1)c1cccnc1` gave UACC-62 100, MALME-3M 105, SK-MEL-5 105, SK-MEL-28 106, UACC-257 109, MDA-MB-435 106, LOX IMVI 93 and SK-MEL-2 107.
For O=c1[nH]c2ccccc2s1 the results were UACC-62 100&102, MALME-3M 115&100&111, SK-MEL-5 107&102&99, SK-MEL-28 112&111&111, UACC-257 91&106, MDA-MB-435 115&107&104, LOX IMVI 98&90&98 and SK-MEL-2 86&106&106.
`CSC(=CC(=O)c1ccco1)SC` gave UACC-62 103, MALME-3M 102, SK-MEL-28 106, UACC-257 146 and MDA-MB-435 105.
O=C(CCCCCCSc1nc(-c2ccccc2)cc(-c2ccc(Cl)cc2)n1)NO was read as UACC-62 -1.1*, MALME-3M 7.3*, SK-MEL-5 -27*, SK-MEL-28 42, UACC-257 6.3*, MDA-MB-435 19, LOX IMVI -78* and SK-MEL-2 81.
